Assay outcomes (PubChem)
NPYLR7 agonist – mosquito NPYLR7 agonism | HEK293T NPYLR7/Galpha15, GCaMP6s calcium fluorescence | activation, % at 10 µM | actives 0.15% (n = 270,000); in the data active means activation above about 40%;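 further: 0% = vehicle and 100% = reference agonist at the receptor; some compounds past the cut are filed as inactive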
mcGAS inh – blocks mouse cGAS activity; Q8C6L5; recombinant cGAS, Kinase-Glo ATP depletion luminescence; inhibition, % at 12.5 µM; actives 0.15% (n = 160,000);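 further: 0% = negative control wells and 100% = reference inhibitor with no enzyme activity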
hcGAS inh – inhibitors of human cGAS; Q8N884; inhibition, % at 12.5 µM; actives 0.081% (n = 290,000); recombinant h-cGAS, ATP depletion, Kinase-Glo luminescence;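 further: 0% = vehicle reaction and 100% = reaction without DNA for no activity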
Target sequence (Q8N884 whole entry, looked up): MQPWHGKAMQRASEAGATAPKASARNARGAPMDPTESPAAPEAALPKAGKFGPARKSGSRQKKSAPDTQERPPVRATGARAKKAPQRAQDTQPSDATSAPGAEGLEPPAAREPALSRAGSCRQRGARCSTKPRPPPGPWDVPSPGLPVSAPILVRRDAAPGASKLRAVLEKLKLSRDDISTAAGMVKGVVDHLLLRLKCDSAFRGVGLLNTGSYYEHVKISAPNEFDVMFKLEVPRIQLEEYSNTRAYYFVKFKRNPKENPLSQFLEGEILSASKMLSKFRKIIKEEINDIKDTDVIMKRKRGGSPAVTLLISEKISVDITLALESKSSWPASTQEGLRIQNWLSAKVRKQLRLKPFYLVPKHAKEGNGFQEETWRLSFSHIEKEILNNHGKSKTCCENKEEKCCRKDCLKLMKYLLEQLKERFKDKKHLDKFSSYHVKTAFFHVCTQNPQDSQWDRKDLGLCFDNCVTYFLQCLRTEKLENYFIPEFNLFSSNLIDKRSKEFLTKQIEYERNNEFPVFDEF
* = called active by the depositor; · = no result given; & = joins results of further samples. Unless noted, no stated cut-off is given here; in the data, active means inhibition above about 40%; inactive means the rest.

# | Molecule | NPYLR7 agonist | mcGAS inh | hcGAS inh
1 | O=C(C=Cc1nc2ccccc2o1)N1CCCC1c1nc2ccccc2s1 (stereo unspecified) | 1 | · | -6
2 | COc1ccccc1C(NC(=O)C1CCN(CCn2cnc3c2c(=O)n(C)c(=O)n3C)CC1)c1ccccn1 (stereo unspecified) | 4 | -3 | -4
3 | CCC(NC(=O)C1CCCO1)c1ccccc1OC(C)C (stereo unspecified) | 5 | · | -7
4 | CCN(CC1CCN(C(C)C)CC1)[C@H]1CS(=O)(=O)C[C@@H]1O | · | -6 | -13
5 | O=C(c1cc2ccccc2c(=O)o1)N1CCN(c2ccc([N+](=O)[O-])cc2)CC1 | -4 | · | -3
6 | CC1(C)S[C@@H]2[C@H](NC(=O)[C@@H](N)c3ccc(O)cc3)C(=O)N2[C@H]1C(=O)O | -9 | · | 0
7 | Cc1cc(C)n(Cc2cc(C(=O)N3C[C@H]4CC[C@H]3C4)n[nH]2)n1 | 3 | · | -8
8 | Cc1sc(C(=O)N2CCN(c3cccc4[nH]ccc34)CC2)c(-n2c(C)ccc2C)c1C | -5 | -4 | -7
9 | COc1cc(-c2nnc(CSc3nc4ccccc4o3)o2)cc(OC)c1OC | 7 | · | -4
10 | NC(=O)CSc1nncc2c1[nH]c1ccc(F)cc12 | 4 | · | -2
11 | CCc1ccc(NC(=O)CSc2nc(N)c(NC(=O)c3ccc(OC)c(OC)c3)c(=O)[nH]2)cc1 | 5 | -6 | -4
12 | CCC1CN(CCNC(=O)C2CC(=O)N(CCOC)C2)Cc2cc(OC)ccc2O1 (stereo unspecified) | 26 | -12 | -10
13 | COCCn1c(C)cc(C(=O)COC(=O)C=Cc2ccc(Br)o2)c1C | 4 | · | 0
14 | Cc1cccc(C(=O)N=c2sc(C)cn2C(C)C(=O)NCc2ccco2)c1 (stereo unspecified) | · | 2 | 2
15 | Cc1cc(NC(=O)CN2CCN(Cc3ccccc3C)CC2)no1 | -3 | · | -3
16 | Cc1nc(CNC(=O)c2ccc(Cn3ccnc3)o2)nc2c1CCCC2 | 27 | · | -2
17 | CCOc1ccc(-n2nnc(C(=O)Nc3ccccc3C#N)c2C)cc1 | -2 | -7 | -1
18 | COCc1nc(N(C)Cc2nccn2C)c2cnn(C)c2n1 | 2 | -10 | 4
19 | O=C(c1ccno1)N1CCN(c2nc3c(F)cc(F)cc3s2)CC1 | -4 | -4 | -2
20 | O=C(COc1cccc2ccccc12)N(Cc1ccco1)C1CCS(=O)(=O)C1 (stereo unspecified) | 8 | · | -1
21 | Cc1ccc(-c2nc(C)c(C)c(N3CCN(C(=O)c4ccc(Br)cc4)CC3)n2)cc1 | -3 | -6 | -9
22 | Cc1cc(C)n(-c2ccc(NC(=O)N3CC4C(C3)C4(C)C)cn2)n1 (stereo unspecified) | 0&12 | · | 0&-7
23 | CC(=O)c1cccc(NC(=O)CCCn2nc(-c3ccc(F)cc3)ccc2=O)c1 | 8 | -9 | -7
24 | COc1ccc(C2SCCN2S(=O)(=O)c2ccc(OC)cc2)cc1 (stereo unspecified) | 8 | · | -5
25 | Cc1cc(C)cc(-n2c(SCC(=O)NCC3CCCO3)nc3c(c2=O)SC(C)C3)c1 (stereo unspecified) | -1 | · | -6
26 | O=C1CN(Cc2ccc(C3CCCO3)s2)CCN1C1CCCC1 (stereo unspecified) | · | -6 | -18
27 | O=C(N[C@@H]1CCCCC1NC(=O)C1CCCN(S(=O)(=O)Cc2ccccc2)C1)c1ccc(F)cc1 (stereo partly specified) | 1 | -3 | -3
28 | CC(C)c1nc(N2CCN(Cc3ccc(-n4ccnc4)cc3)CC2)no1 | -1 | · | -1
29 | N#Cc1cccc(N=c2oc3ccccc3cc2-c2nc3ccccc3[nH]2)c1 | -4 | -6 | -8
30 | O=C(c1ccco1)N1CCC(NS(=O)(=O)c2cccc(F)c2)CC1 | 0 | · | -17
31 | Cc1cc(N2CCCC2)ccc1NC(=O)Cn1cc(Cl)cn1 | 1 | -8 | -13
32 | CCN1CCN(C(c2ccco2)C2Sc3nc(-c4ccco4)nn3C2=O)CC1 (stereo unspecified) | 1 | -8 | -7
33 | CC(C)C(CNC(=O)CCC1CCCC1)c1cccnc1 (stereo unspecified) | 8 | · | -12
34 | COc1ccc(C)cc1S(=O)(=O)N1CCN(CC(OCc2c(F)cccc2F)c2ccc(Cl)cc2)CC1 (stereo unspecified) | · | -4 | 1
35 | O=c1[nH]c2sc3c(c2c2ncnn12)CCCC3 | -2 | · | 25
36 | CC(C)(C)c1cc(N2CCN(C/C=C/c3ccccc3)CC2)nc(SCc2ccc(C(=O)N3CCCC3)cc2)n1 | 11 | -5 | -1
37 | C=CCOC(=O)c1ccccc1C(=O)OCC(F)(F)C(F)F | -17 | · | -3
38 | Cc1c(C(=O)N(C)C(C)c2ccc(F)cc2)cnn1-c1ccccn1 (stereo unspecified) | 5 | · | -9
39 | CCSc1nnc(NC(=O)c2cnn(-c3nc(C)cc(=O)[nH]3)c2C)s1 | 0 | · | 35
40 | CCCCCc1ccc(C(=O)Nc2cccc(C3NC(=S)N(CC)C(C)=C3C(=O)OCC)c2)cc1 (stereo unspecified) | -2 | -4 | -1
41 | CNC(=O)CNC(=O)c1nn(-c2ccccc2)c(=O)c2ccccc12 | 1 | -7 | -8
42 | O=C(CCc1cnccn1)N1CCOC(c2ccc(Cl)c(Cl)c2)C1 (stereo unspecified) | 4 | · | -7
43 | COc1cccc2c1OCCCN(C(=O)C1CCN(c3nc(C)c4ccccc4n3)CC1)C2 | 23 | -14 | -12
44 | O=c1ccc(-c2ccncc2)nn1CCCNS(=O)(=O)c1ccc2c(c1)OCCO2 | 37 | · | -1
45 | CC(NC1CCOC1=O)c1nc(-c2ccccc2)cs1 (stereo unspecified) | 2 | · | -6
46 | O=C1CN(C(=O)c2cccs2)CC(O)CN1CCc1ccccc1 (stereo unspecified) | 26 | -7 | -5
47 | O=C(O)[C@H]1C[C@]2(CCCCN(CCO)C2=O)N(S(=O)(=O)c2ccccc2)[C@H]1c1ccco1 | 2 | -5 | -2
48 | C=CCN(Cc1ccc(F)cc1)C(=O)c1c[nH]c2c(C)cccc2c1=O | 1 | · | -3
49 | Cc1cc(C)c(C(=O)N2CCC(N3CCC(C(=O)NC(C)C)CC3)CC2)o1 | 5 | -2 | -4
50 | Cn1c(SCC(O)COCc2ccc3c(c2)OCO3)nc2sc3c(c2c1=O)CCC3 (stereo unspecified) | 1 | -8 | -7

(further entries)
# | Molecule | NPYLR7 agonist | mcGAS inh | hcGAS inh
51 | COc1ccc(CCNC(=O)c2ccccc2N2CCC(NC(=O)c3cccc(Cl)c3)CC2)cc1 | 17 | -4 | -5
52 | O=C(c1ccc(F)cc1F)N1CCC(c2nc(-c3cccnc3)no2)CC1 | 1 | -3 | -1
53 | CN(C)c1cccc(C(NC(=O)C2=Cc3cc(Cl)ccc3OC2)c2ccc(S(C)(=O)=O)cc2)c1 (stereo unspecified) | 0 | -3 | -6
54 | COc1cn(CC(=O)N2CCCc3ccccc32)c(CSc2nccn2C)cc1=O | 6 | -4 | -2
55 | Cc1ccc(N=Nc2c(C)[nH]n(-c3nc(-c4ccc(Br)cc4)cs3)c2=O)cc1[N+](=O)[O-] | -4 | -5 | -4
56 | O=C(Nc1ccc(-c2ccccc2)cc1)N[C@@H](Cc1ccccc1)C(=O)N1CCC(C(=O)N2CCOCC2)CC1 | 6 | 1 | -3
57 | CCOc1ccccc1C=CC(=O)c1ccc(OC)c(OC)c1 | 2 | · | -2
58 | COCCNC(=S)NCCc1cc2ccc(C)cc2[nH]c1=O | 7 | · | -2
59 | CCc1nc2ccc(C(=O)N(C)Cc3ccco3)cn2c1N(C)CCCc1ccccc1 | 13 | -3 | -5
60 | CC1(C)CCC(NC(=O)CN2CCS(=O)(=O)CC2)c2ccccc21 (stereo unspecified) | 3 | · | -7
61 | O=C(NCc1cccc(I)c1)c1cncn1-c1cccc(-c2cccc3c2sc2ccccc23)c1 | 27 | -7 | -8
62 | COc1ccc(NC(=O)N2CCC(n3cc(CN(C)C)nn3)CC2)c(C)c1 | 26 | · | -9
63 | Cc1ccc2nc(CN(C)C(=O)C3CCCN(C4CCN(C)CC4)C3)[nH]c2c1 (stereo unspecified) | 2 | · | -2
64 | CCN(Cc1cccc(F)c1)C(=O)c1cccc(NC(C)=O)c1 | -2 | -6 | -12
65 | O=c1[nH]c(Cc2cnn(-c3ccccc3)c2)nc2cc(F)c(F)cc12 | -8 | 1 | -7
66 | Nc1nc(-c2cccc3[nH]ccc23)cc(N2CCOCC2)n1 | 7 | · | -4
67 | COCCN1CCc2c(cccc2-n2nnc(C(=O)N3CCOCC3C)c2C)C1 (stereo unspecified) | 6 | · | -6
68 | CC(C)(C(=O)NS(=O)(=O)c1ccc(C#N)cc1)c1ccccc1F | 8&-16 | · | -4&-9
69 | CCN1CCN(c2c(CN(C(=O)COCc3ccccc3)C3CC3)c(C)nn2-c2cccc(F)c2)CC1 | -3 | 1 | 4
70 | Cc1ccc2[nH]c3c(c2c1)CCCC3C(=O)N1CCc2c(nc[nH]c2=O)C1 (stereo unspecified) | 10 | · | -5
71 | CCN(CC)S(=O)(=O)c1nc(C)c(Cl)c(C)c1C#N | -4 | · | -10
72 | Cc1ccccc1S(=O)(=O)NC(=O)C1(C)CCN1C(=O)C1CCCCC1 (stereo unspecified) | 5 | · | -5
73 | O=C(Nc1ccc(SCC(=O)N2CCOCC2)nn1)c1ccccc1 | 9 | -7 | -3
74 | O=C(NCCc1ccc(Cl)cc1Cl)c1csc(CSc2nnc(-c3ccco3)n2-c2ccc(Cl)cc2Cl)n1 | -1 | -4 | -10
75 | O=[N+]([O-])c1cccc(C2c3cccn3CCCN2Cc2ccccc2[N+](=O)[O-])c1 (stereo unspecified) | 3 | -4 | -3

Entries shown so far that contain two or more sulfur atoms (5):
# | Molecule | NPYLR7 agonist | mcGAS inh | hcGAS inh
24 | COc1ccc(C2SCCN2S(=O)(=O)c2ccc(OC)cc2)cc1 (stereo unspecified) | 8 | · | -5
25 | Cc1cc(C)cc(-n2c(SCC(=O)NCC3CCCO3)nc3c(c2=O)SC(C)C3)c1 (stereo unspecified) | -1 | · | -6
39 | CCSc1nnc(NC(=O)c2cnn(-c3nc(C)cc(=O)[nH]3)c2C)s1 | 0 | · | 35
50 | Cn1c(SCC(O)COCc2ccc3c(c2)OCO3)nc2sc3c(c2c1=O)CCC3 (stereo unspecified) | 1 | -8 | -7
74 | O=C(NCCc1ccc(Cl)cc1Cl)c1csc(CSc2nnc(-c3ccco3)n2-c2ccc(Cl)cc2Cl)n1 | -1 | -4 | -10

Later entries
# | Molecule | NPYLR7 agonist | mcGAS inh | hcGAS inh
76 | O=C(NC1CCC(O)CC1)C1CCS(=O)(=O)C1 (stereo unspecified) | 2 | -13 | -6
77 | COc1ccccc1CN(C)C(=O)CCn1cnc2sc3c(c2c1=O)CCCC3 | 0 | · | -4
78 | CS(=O)(=O)n1nc(-c2ccc(Cl)cc2)nc1N | 6 | · | -6
79 | CCN(CC)c1cc(Cl)nc(SCc2cccc(C(=O)N3CCN(c4ccc([N+](=O)[O-])cc4)CC3)c2)n1 | -4 | 1 | 5
80 | CC1(C)C=C(CCOC(=O)N2CCC3(CC2)C(=O)NCN3c2ccccc2)CC(C)(C)N1 | 2 | -4 | -3
81 | COc1cccc(CNC(=O)C2CCN(C(=O)[C@H](Cc3ccccc3)NC(=O)Nc3ccccc3Br)CC2)c1 | 15 | -3 | -4
82 | COCc1cc(C)nc(N/N=C\c2ccc(OCc3ccccc3Cl)c(OC)c2)c1C#N | -3 | -6 | -3
83 | CC(C)(CNC(=O)Cn1nc(-c2ccccc2)ccc1=O)N1CCCCC1 | 6 | · | -7
84 | O=C(O)/C=C/c1ccc(Cn2ccnc2)cc1 | -9&11 | · | -7&-4
85 | Cc1nn2c(-n3ccnc3)cc(C(C)(C)C)nc2c1-c1ccccc1 | -1 | -6 | -2
86 | CCOC(=O)c1c(NC(=O)c2c(F)c(F)c(F)c(F)c2F)sc2c1CCN(c1ccc(Cl)nc1)C2 | · | -4 | -4
87 | Cc1cccc(Nc2nc(-c3cnc(N4CCOCC4)nc3C)cc(=O)[nH]2)c1 | 0 | · | -7
88 | O=c1oc(-c2ccccc2)nn1CC(O)COCc1cccs1 (stereo unspecified) | 3 | · | -6
89 | COc1ccc(C2CC(c3ccc(F)cc3)=NN2C(=O)CN2CCOCC2)c(OC)c1 (stereo unspecified) | -8 | 0 | 0
90 | CN1C(=O)C(O)(CC(=O)/C=C/c2ccco2)c2ccccc21 (stereo unspecified) | -7 | · | 1
91 | CC1CC(NCc2cccn2C)CCN1Cc1ccccc1 (stereo unspecified) | 5 | · | -7
92 | CN(C)C=Nn1cnc2scc(-c3ccc(Cl)cc3)c2c1=O | -4 | -4 | -8
93 | CCn1cc(CN2C[C@@H](COC)[C@H](C(=O)N(C)C)C2)cn1 | · | -7 | -18
94 | CC(COc1ccccc1)NC1CCN(C(=O)c2ccco2)CC1 (stereo unspecified) | 7 | -9 | -4
95 | Cc1nnc(SCC(=O)NCCNc2cccnc2)s1 | 2 | · | -8
96 | O=C1c2ccccc2C2(O)NC(=S)NC12O (stereo unspecified) | -2 | · | 1

Complete entries as entered above:
Cc1ccccc1S(=O)(=O)NC(=O)C1(C)CCN1C(=O)C1CCCCC1 (stereo unspecified) across the screens: NPYLR7 agonist: 5; mcGAS inh: ·; hcGAS inh: -5
CCCCCc1ccc(C(=O)Nc2cccc(C3NC(=S)N(CC)C(C)=C3C(=O)OCC)c2)cc1 (stereo unspecified) across the screens: NPYLR7 agonist: -2; mcGAS inh: -4; hcGAS inh: -1
CCSc1nnc(NC(=O)c2cnn(-c3nc(C)cc(=O)[nH]3)c2C)s1 across the screens: NPYLR7 agonist: 0; mcGAS inh: ·; hcGAS inh: 35
